Giardia kill – Small Molecules that selectively kill Giardia lamblia: qHTS; Giardia lamblia trophozoite viability; 340,000 tested, 0.15% active; activity change, % at 7.66 µM, hits read low; in the data active means activity change below about -80%; inconclusive means between about -30% and that limit;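 further: parasites exposed to compound for two days anaerobically before the ATP read; on the % scale 0 is the no-effect control and ±100 the full control effect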
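Killing of trophozoites was scored by loss of ATP luminescence after a 48 hrs anaerobic exposure to compounds at 37 deg C, using 100 cells per well.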
GALK inhibitor – qHTS Assay for Inhibitors of Human Galactokinase (GALK); Purified GALK, Kinase-Glo residual ATP luminescence; 270,000 tested, 0.007% active; Potency, µM (highest dose often 57.5 µM), inactives show at the top dose activity change, negative = inhibition, usual class: inhibitors; P51570; further: potency means the concentration at half of the fitted maximal effect; on the % scale 0 is the no-effect control and ±100 the full control effect
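ATP-depletion format; final 35 uM ATP, 100 uM D-galactose, 5 nM enzyme; pH 8.0 HEPES/Mg2+ buffer; 60 min RT; luminescence read 10 min after detection reagent.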
hERG WT inh – qHTS for Inhibitors of KCHN2 3.1: Wildtype qHTS | Voltage-gated inwardly rectifying potassium channel KCNH2 (Homo sapiens), Q12809 | U2OS, BacMam KCNH2, thallium flux FluxOr; active compounds read low | activity change, % at 1.84 µM | 340,000 tested, 0.37% active | AID 720551, 2013;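 active means maximum activity change below -70%; inconclusive means maximum activity change between -70% and -50%; inactive means maximum activity change above -50%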; further: on the % scale 0 is the no-effect control and ±100 the full control effect
Target sequence (Q12809 whole entry, looked up): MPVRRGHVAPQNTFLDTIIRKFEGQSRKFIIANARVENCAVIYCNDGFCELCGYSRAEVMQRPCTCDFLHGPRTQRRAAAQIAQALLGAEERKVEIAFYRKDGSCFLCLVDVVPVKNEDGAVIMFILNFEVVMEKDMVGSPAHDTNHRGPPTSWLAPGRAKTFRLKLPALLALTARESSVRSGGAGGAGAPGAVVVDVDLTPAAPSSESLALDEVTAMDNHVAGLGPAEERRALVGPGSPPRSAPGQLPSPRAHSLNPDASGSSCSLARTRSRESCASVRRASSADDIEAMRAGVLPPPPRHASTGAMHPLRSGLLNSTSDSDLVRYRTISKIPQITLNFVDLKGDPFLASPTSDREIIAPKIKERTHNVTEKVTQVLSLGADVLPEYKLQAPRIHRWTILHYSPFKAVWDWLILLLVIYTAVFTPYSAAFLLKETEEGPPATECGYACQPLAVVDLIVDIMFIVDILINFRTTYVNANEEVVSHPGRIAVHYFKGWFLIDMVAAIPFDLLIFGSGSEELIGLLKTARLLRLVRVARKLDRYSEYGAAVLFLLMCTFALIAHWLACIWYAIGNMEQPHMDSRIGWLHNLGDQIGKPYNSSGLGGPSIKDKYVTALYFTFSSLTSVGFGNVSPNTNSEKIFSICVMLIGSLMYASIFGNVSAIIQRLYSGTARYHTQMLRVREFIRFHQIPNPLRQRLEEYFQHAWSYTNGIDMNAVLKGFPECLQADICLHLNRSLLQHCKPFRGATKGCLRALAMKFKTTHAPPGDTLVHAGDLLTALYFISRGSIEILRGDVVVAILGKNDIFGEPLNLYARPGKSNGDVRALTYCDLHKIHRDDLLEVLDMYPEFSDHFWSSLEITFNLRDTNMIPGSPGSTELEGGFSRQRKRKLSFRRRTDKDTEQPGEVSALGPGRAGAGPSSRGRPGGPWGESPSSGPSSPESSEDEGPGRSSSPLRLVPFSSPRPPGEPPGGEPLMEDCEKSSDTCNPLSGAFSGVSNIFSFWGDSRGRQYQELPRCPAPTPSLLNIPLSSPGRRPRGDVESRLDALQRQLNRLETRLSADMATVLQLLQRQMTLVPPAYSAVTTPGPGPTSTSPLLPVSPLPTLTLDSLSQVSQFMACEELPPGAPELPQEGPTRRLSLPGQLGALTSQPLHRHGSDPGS
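U2OS cells were transduced with wild-type KCNH2 virus (2.03 x 10^8 / mL) for 4 h at room temperature, then cultured overnight at 37 C. Thallium flux was read with FluxOr dye. Rate constants were normalized to DMSO controls.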
A-T KAP1 phos – qHTS Assay for Identifying a Potential Treatment of Ataxia-Telangiectasia | Potency, µM (top dose mostly 57.5 µM), without a hit: top-dose activation, actives largely listed as activators | AID 485349, 2010 | […] A-T fibroblasts, KAP-1 phosphorylation AlphaLISA; neocarzinostatin DNA damage 30 min before lysis | 320,000 tested, 0.19% active; further: potency means the concentration at half of the fitted maximal effect; % of control where 0% means no effect; nearly all actives have a fitted effect of over 45% in size
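hTERT-immortalized A-T patient fibroblasts ([…]), 500 cells/well in OPTI-MEM, 1% FBS, got compounds for 60 min, then NCS for 30 min at 37C. Lysates were then assayed for phospho-KAP-1 by AlphaLISA (anti-pKAP1 donor, anti-KAP1 acceptor beads), 6 hr at 25C.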
Tb PFK block – qHTS Assay to Find Inhibitors of T. brucei phosphofructokinase; T. brucei PFK, ADP-Glo luminescence; Potency, µM (top dose mostly 57.5 µM), inactives show at the top dose activity, negative = inhibition, usual class: inhibitors; 330,000 tested, 0.17% active;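 further: potency means the concentration at half of the fitted maximal effect; 0% = uninhibited 1x PFK enzyme wells and -100% = no-enzyme wells; nearly all actives have a fitted effect of over 60% in size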
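Compounds were pin-transferred as a titration series up to 57 uM into substrate buffer (0.5 mM F6P, 0.1 mM ATP, pH 8.0), then 1.25 nM PFK was added and reactions ran 45 min before ADP-Glo detection.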
MLL CXXC-DNA inh – qHTS Fluorescence Polarization Assay for Inhibitors of MLL CXXC domain - DNA interaction | Histone-lysine N-methyltransferase 2A (Homo sapiens), Q03164 | MLL-CXXC / FITC-HOXA9 DNA fluorescence polarization | Potency, µM (highest dose often 115 µM), for inactives: at the top dose activity change, negative = inhibition, actives largely listed as inhibitors | 290,000 tested, 0.037% active; active means well fitted inhibition curve with a large enough effect in the polarisation, with a control signal flat, not every such curve was filed as active; inconclusive means small, poorly fitted or top-dose-only effect, or effect the other way, or a change in a side signal; inactive means no such curve, though single readings can be large or run the other way; the % refers to the polarisation; further: potency means the concentration at half of the fitted maximal effect
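Purified MLL-CXXC (added from a 7 uM solution) was preincubated 5 min at ambient with pinned compounds in 50 mM Tris-HCl pH 7.5, 50 mM NaCl, 1 mM DTT, 0.05% BSA. Fluorescein-labeled HOX-A9 DNA (50 nM solution) followed, 30 min, then polarization read.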
BCR signal inh – qHTS Assay to Find Inhibitors of Chronic Active B-Cell Receptor Signaling; 340,000 tested, 0.05% active; Potency, µM (titrated, usually from 46.1 µM), for inactives: at the highest dose ratio change, negative = lower green/red ratio, actives largely listed as inhibitors; ABC-DLBCL IkBa-CBG/CBR reporter, luminescence ratio, 4 h; AID 493014, 2011; active means well fitted inhibition curve with a large enough effect in the signal ratio, with a control signal flat, not every such curve was filed as active; inconclusive means small, poorly fitted or top-dose-only effect, or effect the other way, or a change in a side signal; the % refers to the signal ratio;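 further: potency means the concentration at half of the fitted maximal effect; plate controls were basal doxycycline-induced cells for no effect and cells given 10 µM MG132 for full effect; MG132 reads +100%, hits lower the ratio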
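Cell line TMD8 (human ABC DLBCL), stably expressing tet-inducible CBG68-IkBa fusion and CBR; IMDM/0.5% FBS; cpd up to 46 uM; dox induction, 4 h, 37C/5% CO2; dual luminescence; green/red ratio; MG132 control.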
Coupling enz – qHTS Assay for Inhibitors of Fructose-1,6-bisphosphate Aldolase from Giardia Lamblia: Coupling assay counterscreen; coupling enzyme system counterscreen, AmpLite Red fluorescence; 290,000 tested, 0.67% active; activity change, negative = inhibition, % at 58.2 µM, hits read low; AID 2472, 2010; in the data active means activity change below about -30%; further: on the % scale 0 is the no-effect control and ±100 the full control effect
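Compounds tested against the coupling enzymes alone at 57.5 uM final; readout was AmpLite Red fluorescence (525/598 nm) after 20 min at RT.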
TCR activator – Activators of T cell receptors: qHTS campaign. primary human leukocytes, anti-CD3, IL-2 HTRF, 48 h. Potency, µM (highest dose often 9.22 µM), for inactives: at the top dose activation of IL-2 secretion, hits mostly activators. 330,000 tested, under 10 active. AID 504894, 2011; further: % of control where 0% means no effect
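TCR engagement came from a-CD3 beads alone, with compounds added to primary human leukocytes for 48 hr. Secreted IL-2 bridged europium cryptate- and d2-labelled anti-IL-2 antibodies, giving FRET emission at 665nm after 320nm excitation.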
TSHR antagonist – Antagonists of the Thyroid Stimulating Hormone Receptor: HTS campaign; activity change, negative = inhibition, % at 11.5 µM; 330,000 tested, 0.2% active; Thyrotropin receptor (Homo sapiens), P16473; TSHR-expressing cells, TSH-stimulated cAMP HTRF, 2 h; active compounds read low;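 active means activity change below a set negative limit, meaning inhibition stronger than a set level, cut at about -70% in these data; inconclusive means activity change between two set negative limits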; further: on the % scale 0 is the no-effect control and ±100 the full control effect
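Cell-based HTRF cAMP assay; TSHR cells + compound, TSH EC80 (4nM final), 2 h, 37 deg C. Lysis with anti-cAMP cryptate and cAMP-d2, 30 min RT, read 665/620 nm.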
Active calls of the source: *; ? = inconclusive; . = not tested or not shown; [ ] = dose if it differs, or a comment. Unless noted, the call rests on the fitted dose curve; in most records, active means well fitted curve in the direction sought with a large enough effect; inconclusive means small, poorly fitted or top-dose-only effect, or another doubt; inactive means no such curve, though single readings can be large; an effect the other way counts as inactive or inconclusive.

SMILES | Giardia kill | GALK inhibitor | hERG WT inh | A-T KAP1 phos | Tb PFK block | MLL CXXC-DNA inh | BCR signal inh | Coupling enz | TCR activator | TSHR antagonist
COc1ccc(C(=O)NC(=O)COC(=O)c2ccc3ncsc3c2)cc1 | . | 0% | . | 4% | -29% | 6% | 1% | -1 | -3%[46.1 µM] | 5
O=C(Cn1c(NCCO)nc2ccccc21)c1cccs1 | 5 | 0% | -7 | -5% | -2% | 1% | -1% | 0 | -1% | -9
CCC1CN(C(=O)NCc2ccccc2)c2cc(Cl)ccc2O1 (stereo not given) | 3 | 4% | 0 | 5% | 0% | -16% | -3% | -1 | -6% | -7
O=C(/C=C/c1ccc(N2CCOCC2)cc1)c1ccccc1 | -10 | 1% | -25 | 13% | -14% | ? | ? | -3 | 4% | -4
COc1ccc(-c2nc3n(n2)C(c2ccccc2)C2=C(CCCC2=O)N3)cc1OC (stereo not given) | -4 | -1% | -5 | 3% | -1% | -5% | -9% | -1 | 7% | -1
Nc1cc(Cl)ccc1C(=O)OCC(=O)N1CCOCC1 | 5 | 0% | -3 | 8% | 1% | -11% | -18% | 4 | -2% | 6
COc1ccc(C2C3=C(CCCC3=O)NC3=C2C(=O)c2ccccc23)cc1 (stereo not given) | ? | -2% | -5 | -1% | -1% | -14% | ? | -3 | 0% | 4
Cc1nn(C)cc1CN(C)C(=O)c1nn2c(c1Br)NC(c1cccs1)CC2C(F)(F)F (stereo not given) | 5 | -1% | 11 | -3% | -8% | -3% | 3% | -7 | -4% | 7
O=C(Nc1ccccc1)c1ccc(S(=O)(=O)N2CCC(C(=O)O)CC2)cc1 | -4 | 2% | 1 | ? | -16% | -2% | -2% | . | -10% | 14
O=C(Cn1nc(-c2ccccc2)ccc1=O)NCCN1CCN(c2cccc(Cl)c2)CC1 | 5 | 3% | 29 | . | 3% | 21% | ? | 2 | 2% | -10
COC(=O)c1cc(CN2C(=O)c3ccccc3C2=O)c(O)c([N+](=O)[O-])c1 | -28 | . | -8 | 0% | -4% | -10% | -1% | 13 | 15% | 2
CCOC(=O)C1CCCN(C(=S)Nc2ccc(C)cc2C)C1 (stereo not given) | 5 | -1% | -11 | 3% | -4% | -4% | -12% | -1 | 0% | 9
CCOC(=O)Cc1cn2c(=O)cc(CSCC(=O)Nc3ccc(C)c(C)c3)nc2s1 | 10 | 2% | -2 | -8% | -2% | -6% | -2% | 2 | 6% | 3
COc1ccc2oc(C(=O)OC/C(O)=C(\C#N)c3nc4ccccc4[nH]3)c(C)c2c1 | -1 | 0% | 3 | 24% | 3% | 8% | -18% | -4 | 5% | 7
CCN(CC)C(=O)CSc1nnc(-c2ccccn2)n1Cc1ccccc1 | 11 | 2% | -5 | 3% | -3% | -3% | 8% | 4 | 2% | 5
Cc1ccc(C(=O)Nc2ccc(F)cc2)cc1NC1=NC2CS(=O)(=O)CC2S1 (stereo not given) | -3 | . | -27 | 3% | -5% | -7% | -15% | -2 | 8% | 11
Cc1ccccc1CNC(=O)CCC(=O)N1CCOc2ccccc21 | 13 | . | 12 | 17% | 2% | . | -8% | 2 | 6% | 33
CCCCCC(=O)N(O)C1CC(=O)N(c2ccccc2)C1=O (stereo not given) | -23 | 3% | 2 | 12% | -2% | 3% | ? | 6 | 1% | 2
NS(=O)(=O)c1ccc(CCNC(=O)COC(=O)C2COc3ccccc3O2)cc1 (stereo not given) | 8 | . | 5 | 3% | 2% | . | 0% | . | -5% | -5
CCCNS(=O)(=O)c1ccc(CCC(=O)Nc2cc(Cl)ccc2Oc2ccccc2)cc1 | 10 | -3% | 15 | -2% | 1% | 4% | -9% | -1 | -3% | -12
O=C(CSc1nnc(CNC(=O)C23CC4CC(CC(C4)C2)C3)n1-c1ccccc1)Nc1ccc(F)cc1 | -10 | -1% | 2 | -2% | 1% | 5% | -5% | 1 | 0%[46.1 µM] | 1
CSc1cccc(NS(=O)(=O)c2cccs2)c1 | 2 | -1% | -31 | -6% | 13% | -3% | 12% | -2 | -3% | -6
CCOc1ccc(C(=O)/C=C/c2cc(OC)c(OC)c(OC)c2)cc1 | 16 | 2% | 7 | 27% | 5% | -4% | ? | -2 | -7% | -23
Nc1ccccc1C(=O)N1O[C@@H]2C=C[C@H]1C2 | -6 | . | -1 | 18% | 3% | . | ? | . | -7%[46.1 µM] | -3

A second format for some results above.
| SMILES | Giardia kill | GALK inhibitor | hERG WT inh | A-T KAP1 phos | Tb PFK block | MLL CXXC-DNA inh | BCR signal inh | Coupling enz | TCR activator | TSHR antagonist |
| --- | --- | --- | --- | --- | --- | --- | --- | --- | --- | --- |
| CCCCCC(=O)N(O)C1CC(=O)N(c2ccccc2)C1=O (stereo not given) | -23 | 3% | 2 | 12% | -2% | 3% | ? | 6 | 1% | 2 |
| NS(=O)(=O)c1ccc(CCNC(=O)COC(=O)C2COc3ccccc3O2)cc1 (stereo not given) | 8 | . | 5 | 3% | 2% | . | 0% | . | -5% | -5 |
| CCCNS(=O)(=O)c1ccc(CCC(=O)Nc2cc(Cl)ccc2Oc2ccccc2)cc1 | 10 | -3% | 15 | -2% | 1% | 4% | -9% | -1 | -3% | -12 |
| O=C(CSc1nnc(CNC(=O)C23CC4CC(CC(C4)C2)C3)n1-c1ccccc1)Nc1ccc(F)cc1 | -10 | -1% | 2 | -2% | 1% | 5% | -5% | 1 | 0%[46.1 µM] | 1 |
| CSc1cccc(NS(=O)(=O)c2cccs2)c1 | 2 | -1% | -31 | -6% | 13% | -3% | 12% | -2 | -3% | -6 |
| CCOc1ccc(C(=O)/C=C/c2cc(OC)c(OC)c(OC)c2)cc1 | 16 | 2% | 7 | 27% | 5% | -4% | ? | -2 | -7% | -23 |
| Nc1ccccc1C(=O)N1O[C@@H]2C=C[C@H]1C2 | -6 | . | -1 | 18% | 3% | . | ? | . | -7%[46.1 µM] | -3 |

New compounds follow
SMILES | Giardia kill | GALK inhibitor | hERG WT inh | A-T KAP1 phos | Tb PFK block | MLL CXXC-DNA inh | BCR signal inh | Coupling enz | TCR activator | TSHR antagonist
COc1ccc2oc(C(=O)OCC(=O)NCC3CCCO3)c(C)c2c1 (stereo not given) | 6 | . | 45 | 1% | -2% | . | 19% | . | -2% | -3
CCOC(=O)c1c(-c2ccc(F)cc2)csc1/N=C/N(C)C | 5 | 2% | 3 | 1% | -5% | 2% | -5% | 2 | 1% | -11
COc1ccc(S(=O)(=O)N2CCCOC2CNC(=O)C(=O)NCCCn2ccnc2)cc1 (stereo not given) | -18 | 0% | 11 | 0% | 1% | 3% | 5% | -1 | -15% | 8
COc1ccc(CNC2CCCc3ccccc32)c(OC)c1 (stereo not given) | 6 | 2% | 2 | 0% | -5% | 32%[activator] | -3% | -3 | 2% | 9
CCC(=O)N1CCc2cc(S(=O)(=O)CCC(=O)NCc3ccco3)ccc21 | 4 | 5% | 1 | -2% | 2% | 14% | -14% | 3 | -1% | 7
Cc1ccc(Cn2cccc(NC(=O)CCC3CCCC3)c2=O)cc1 | 0 | 6% | 3 | 3% | 0% | 4% | -10% | 0 | 2% | -17
CC1=C(C#N)CCC(=O)N1Cc1c(C)cc(C)cc1C | -2 | -4% | -1 | -7% | 0% | 8% | 13% | -4 | -7% | 4
O=C(c1cc(-c2ccccn2)nc2ccc(Cl)cc12)N1CCN(CCc2ccccc2)CC1 | 7 | 0% | 10 | -3% | 0% | -7% | 3% | -3 | -3% | 8
CS(=O)(=O)N(CC(=O)NCc1ccccc1)Cc1ccc(Cl)cc1 | 8 | -2% | -6 | 0% | -1% | 2% | 8% | 0 | -9% | 2
CCn1c2ccccc2c2cc(NC(=O)c3ccc([N+](=O)[O-])cc3)ccc21 | -4 | 4% | 10 | -1% | -4% | 3% | ? | -1 | 9% | 12
O=C(COC(=O)c1c(F)cccc1Cl)NC(=O)Nc1ccc2c(c1)OCCO2 | 11 | . | 1 | 11% | -3% | . | ? | . | . | -4
COc1cc(OC)nc(NC(C)=O)n1 | -9 | 3% | 6 | 3% | -5% | 5% | -6% | 4 | -4% | 11

Compound activity: PubChem BioAssay, National Center for Advancing Translational Sciences (NCATS)

Not a hit list, and some 1.6% of all compounds hit somewhere here.
